Assay outcomes from PubChem.
S3 lipid droplet: qHTS Assay for Lipid Storage Modulators in Drosophila S3 Cells | Drosophila S3 cells, BODIPY lipid droplet fluorescence, 18-24 h; cells fed with added oleic acid | Potency in µM for hits, for the others lipid storage change, negative = inhibition, % at the top dose, mostly 46.1 µM | actives 0.64% (n = 320,000); active = well fitted inhibition curve with a large enough effect in the signal ratio, with a control signal flat, not every such curve was filed as active; inconclusive = small, poorly fitted or top-dose-only effect, or effect the other way, or a change in a side signal; the % refers to the signal ratio
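Drosophila S3 cells loaded with oleic acid (400 uM, as added) and compounds at several concentrations; lipid droplets imaged by 488-nm laser-scanning cytometry, 500–530 nm intensity and object ratio to cell channel. Percent activity normalized to 20 uM Triacsin C.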
S3 lipid droplet cell count max: second read-out of S3 lipid droplet, no call of its own (marks repeat the call); cell number change, %; measured here: cell count max response;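 cells counted by Cell Tracker Red CMTPX staining in the red channel; peak over a dose series mostly up to 46.1 µM; percent activity relative to internal control wells on each plate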
* = called active by the depositor; i = inactive; ? = inconclusive; . = no result given. % is scaled to controls: 0 for no effect and ±100 for the full control effect; potency is read from the fitted curve at half-maximal effect. This is a subset; count on the stated rates, not on these rows.

SMILES	S3 lipid droplet	S3 lipid droplet cell count max
CC(=O)Nc1ccc(NC(=O)C(C)OC(=O)c2cccc(S(=O)(=O)N3CCCC3)c2)cc1 (stereo not given)	?	.
COC(=O)c1cc2occc2n1Cc1nc(-c2cccc(Cl)c2)oc1C	-7%	-19
COc1ccc(OCC(=O)O/N=C(\N)Cc2ccc(Cl)cc2)cc1	?	.
O=C1COc2ccc(S(=O)(=O)N3CCCC3)cc2N1	?	.
O=S(=O)(c1ccc(Cl)s1)N1CCCc2cccc(O)c21	?	.
CC(=O)Nc1ccc(-c2csc(NC(=O)c3ccc(C)o3)n2)cc1	?	.
COc1ccccc1OCc1ccc(C(=O)N(C)C)o1	?	.
CNC(=O)C1Cc2ccccc2CN1S(=O)(=O)c1cccs1 (stereo not given)	?	.
CC1(C)CC(=O)C(N=Nc2cccc(S(=O)(=O)N3CCOCC3)c2)=C(O)C1	i	1
CCOc1cc(Br)cc(/C=C2\SC(=Nc3ccccc3)NC2=O)c1O	?	.

Profiles from above. Values in the order: S3 lipid droplet | S3 lipid droplet cell count max
Profile of CC(=O)Nc1ccc(NC(=O)C(C)OC(=O)c2cccc(S(=O)(=O)N3CCCC3)c2)cc1 (stereo not given) : ? | .
Profile of O=S(=O)(c1ccc(Cl)s1)N1CCCc2cccc(O)c21 : ? | .

(continued)
SMILES	S3 lipid droplet	S3 lipid droplet cell count max
O=C(c1ccc(C(F)(F)F)cc1)C1CCCN(C(=O)CCc2cnccn2)C1 (stereo not given)	5%	2
O=C(Cn1c(=O)sc2ccccc21)Nc1ccc(S(=O)(=O)N2CCCCC2)cc1	-12%	-17
COCCCNc1nc(N)c([N+](=O)[O-])c(Nc2ccccc2OC)n1	?	.
Cc1ccc(CN(CC2CCCO2)C(=O)CN2C(=O)C(C(C)C)Oc3ccccc32)o1 (stereo not given)	17%	-21
CC1(C)CN(c2ccc(CC#N)cc2)C1=O	?	.
Cc1cc(Oc2ccc(C#N)cc2)nc(NCc2ccccc2)n1	?	.
COc1ccc(C(=O)NCCc2ccccn2)cc1S(=O)(=O)Nc1ccc(Br)cc1	16%	.
Cc1ccc(S(=O)(=O)CC(O)COc2ccc(C#N)cc2)cc1 (stereo not given)	?	.
O=S(=O)(Nc1ccc(-c2nc3ccccc3o2)cc1)c1ccccc1	i	-17
O=C(O)c1ccc(OS(=O)(=O)c2ccc(Cl)s2)c(Cl)c1	?	.
Cc1cc(C)cc(NC(=O)NC(C)C2CCCO2)c1 (stereo not given)	-20%	3
CC#CC[N+](C)(C)CCCCCCCCCCCC	?	.
O=C(NNC1CC(=O)N(c2ccc(Cl)cc2)C1=O)c1ccccn1 (stereo not given)	-3%	6
CC(=O)Nc1ccc(S(=O)(=O)NC2CC(=O)N(c3ccc(C)cc3)C2)cc1 (stereo not given)	?	.
O=C(Nc1ccccc1C(=O)N/N=C/c1ccc(O)cc1)c1ccccc1	-1%	6
O=C(c1ccc2c3c(cccc13)CC2)C1CCCN(C(=O)c2cc[n+]([O-])cc2)C1 (stereo not given)	?	.
CS(=O)(=O)c1ccc(N2CCOCC2)c(S(C)(=O)=O)c1	-24%	5
Cc1nn(-c2ccccc2)c2nc(C(F)(F)F)[nH]c(=O)c12	-4%	3
COc1ccc(Oc2ccc(S(=O)(=O)N3CCCCC3)cc2S(=O)(=O)N2CCCCC2)cc1	?	.
Cc1cc(C)cc(N2C(=O)CC(N(C(=O)c3ccco3)c3cc(C)cc(C)c3)C2=O)c1 (stereo not given)	i	.
COc1cccc(-n2nnnc2SCC(=O)N2CCCc3ccccc32)c1	7%	-15
COc1ccc(N2CCN(C(=O)CCc3nnc4ccc(N5CCCC5)nn34)CC2)cc1	?	.
CCOC(=O)c1c(CN2CCN(C)CC2)n(-c2ccccc2)c2cc(Br)c(O)cc12	?	.
O=C(COC(=O)c1ccccc1F)c1ccc(-n2nncc2-c2ccco2)cc1	?	.
Cc1cc(NC(=O)Cn2nc3c(cc2=O)CCCC3)ccc1Br	24%	19
O=C(Cc1c[nH]c2ccccc12)NC1(C(=O)NC2CCCCC2)CCCCC1	14%	-2
COc1cccc(N=Cc2c(O)c3ccccc3oc2=O)c1	?	.
O=C(NC(=S)Nc1cccc([N+](=O)[O-])c1)C1CCCC1	?	.
Nc1ccc(-c2nc3ncccc3o2)c(Cl)c1	?	.
O=C(CN(C(=O)CCC(=O)Nc1ccccn1)c1ccc2c(c1)OCCO2)NCCc1ccccc1	10%	-14

For convenience, part of the list above.
SMILES	S3 lipid droplet	S3 lipid droplet cell count max
COc1ccc(N2CCN(C(=O)CCc3nnc4ccc(N5CCCC5)nn34)CC2)cc1	?	.
CCOC(=O)c1c(CN2CCN(C)CC2)n(-c2ccccc2)c2cc(Br)c(O)cc12	?	.
O=C(COC(=O)c1ccccc1F)c1ccc(-n2nncc2-c2ccco2)cc1	?	.
Cc1cc(NC(=O)Cn2nc3c(cc2=O)CCCC3)ccc1Br	24%	19
O=C(Cc1c[nH]c2ccccc12)NC1(C(=O)NC2CCCCC2)CCCCC1	14%	-2
COc1cccc(N=Cc2c(O)c3ccccc3oc2=O)c1	?	.

Going on with the list:
SMILES	S3 lipid droplet	S3 lipid droplet cell count max
CC1CCCN(C(=O)c2sc3cc([N+](=O)[O-])ccc3c2Cl)C1 (stereo not given)	5%	-14
COc1ccccc1N1CCN(C(=O)c2ccc([N+](=O)[O-])s2)CC1	0%	8
Cc1cnc(C(=O)OCc2csc(CC(=O)Nc3ccccc3C)n2)cn1	3%	-8
Cc1ccc(NC(=O)Nc2cc(S(=O)(=O)N(C)C)ccc2C)cc1	?	.
CCOC(=O)c1c(CN2CCOCC2)oc2ccc(OC(C)=O)cc12	?	.
Nc1nonc1-n1nnc(C(=O)N/N=C/c2cccnc2)c1CSc1ccccc1	?	.
COc1ccc(NS(=O)(=O)c2ccc(NC(=S)NC(=O)c3cccnc3)cc2)nn1	?	.
CN(CC(=O)Nc1ccccc1C(=O)NC1CC1)Cc1ccc(N(C)C)cc1	-20%	-10
NCC(c1ccco1)c1c[nH]c2ccccc12 (stereo not given)	?	.
O=C(Oc1ccccc1N1C(=O)C2CCCCC2C1=O)c1ccc(Cl)cc1 (stereo not given)	?	.

An excerpt from above in order of their number in S3 lipid droplet cell count max, ascending.
| mol | S3 lipid droplet cell count max |
| --- | --- |
| CC1CCCN(C(=O)c2sc3cc([N+](=O)[O-])ccc3c2Cl)C1 (stereo not given) | -14 |
| CN(CC(=O)Nc1ccccc1C(=O)NC1CC1)Cc1ccc(N(C)C)cc1 | -10 |
| Cc1cnc(C(=O)OCc2csc(CC(=O)Nc3ccccc3C)n2)cn1 | -8 |
| COc1ccccc1N1CCN(C(=O)c2ccc([N+](=O)[O-])s2)CC1 | 8 |

(next part)
SMILES	S3 lipid droplet	S3 lipid droplet cell count max
CCN1CCCC1CNC(=O)Cn1cccc1C(=O)c1ccccc1C (stereo not given)	0%	-14
O=C(Nc1ccccc1N1CCCC1)c1cc(S(=O)(=O)N2CCOCC2)ccc1Cl	?	.
COc1ccccc1NC(=O)COC(=O)CNC(=O)c1ccc(OC)c(OC)c1	i	-18
Cc1cccc(C)c1OCC(=O)Nc1ccc(S(=O)(=O)Nc2ccccn2)cc1	24%	3
Cc1ccn2c(/C=N/OCc3cccc(F)c3)c(-c3ccc(Cl)cc3)nc2c1	?	.
Cc1cccc(NC(=O)CN2C(=O)NC3(CCCC3)C2=O)n1	?	.
C/C(=N\NC(=O)c1cc(Br)ccc1O)c1cccs1	2%	15
O=C(c1ccc(NS(=O)(=O)c2cccs2)cc1)N1CCCCC1	?	.
CCOC(=O)c1c(-c2ccccc2)c2cc(OC)ccc2n1CCCN(C)C	?	.
CCOc1ccc(C(=O)N2CCC3(CC2)NCCc2[nH]cnc23)cc1	i	.
C[C@H](O)[C@@H](C(=O)N1CCN(C(=O)OC(C)(C)C)CC1)n1cc(CCCCNC(=O)OC(C)(C)C)nn1	-3%	11
Oc1ccc2ccccc2c1-c1sc(Nc2ccccc2)n[n+]1-c1ccc(F)cc1	?	.
CN(C)S(=O)(=O)c1ccc(C(=O)Nc2nnc(Cc3ccccc3)s2)cc1	?	.
O=C(C1CC(=O)N(c2ccc(F)cc2)C1)N1CCN(c2ccccc2)CC1 (stereo not given)	?	.
Nc1nc(=S)c2ncn([C@@H]3O[C@H](CO)[C@@H](O)[C@H]3O)c2[nH]1	-5%	-11
CC(C)n1nc(C(=O)Nc2cccc(S(=O)(=O)NCc3ccco3)c2)c2ccccc2c1=O	i	-6
COc1ccc(CC(=O)NCc2cccs2)cc1	23%	6
Cc1noc(C)c1COc1ccc(C(=O)NCC2CCCO2)cc1 (stereo not given)	-9%	-14
CSc1ccc(CCNC(=O)C2CCCN(c3nn4c(=O)cc(C)nc4s3)C2)cc1 (stereo not given)	i	.
O=C(CN1C(=O)NC2(CCCC2)C1=O)N1CCCSC1=Nc1ccccc1	?	.

Some of the entries above, reformatted.
Values run as follows: S3 lipid droplet	S3 lipid droplet cell count max
- O=C(C1CC(=O)N(c2ccc(F)cc2)C1)N1CCN(c2ccccc2)CC1 (stereo not given)
    ?	.
- Oc1ccc2ccccc2c1-c1sc(Nc2ccccc2)n[n+]1-c1ccc(F)cc1
    ?	.
- CN(C)S(=O)(=O)c1ccc(C(=O)Nc2nnc(Cc3ccccc3)s2)cc1
    ?	.
- Nc1nc(=S)c2ncn([C@@H]3O[C@H](CO)[C@@H](O)[C@H]3O)c2[nH]1
    -5%	-11
- CSc1ccc(CCNC(=O)C2CCCN(c3nn4c(=O)cc(C)nc4s3)C2)cc1 (stereo not given)
    i	.

Next section.
SMILES	S3 lipid droplet	S3 lipid droplet cell count max
N#CCN(C(=O)COC(=O)CCCNC(=O)c1ccc(Cl)cc1)c1ccccc1	?	.
Cc1c(C(=O)O)oc2ccc(S(=O)(=O)NCCC3=CCCCC3)cc12	-7%	-6
S=C(NCc1ccccc1)Nc1ccc2ccccc2c1	?	.
O=C(N/C=C/n1cnc2cc(C(F)(F)F)ccc21)c1ccccc1	?	.
CCCCNC(=S)NNC(=O)c1csc2c1CCC(C)C2 (stereo not given)	?	.
COC(=O)COc1coc(CN2CCN(c3cccc(Cl)c3)CC2)cc1=O	i	12
COc1ccccc1N1C(=O)C2C3C=CC(CC3)C2C1=O (stereo not given)	-7%	11
COc1ccc(COC(=O)C2CCN(S(=O)(=O)c3ccc(OC)c(OC)c3)CC2)cc1	?	.
COc1ccccc1NC(=O)c1ccc([N+](=O)[O-])cc1[N+](=O)[O-]	-7%	23
CCOC(=O)C1CCN(Cc2cc(=O)oc3c(C)c(C)ccc23)CC1	?	.
COc1ccccc1OCCNc1nc2c(c(=O)n(C)c(=O)n2C)n1C	0%	-10
Cc1occc1-c1nnc(SCC(=O)c2ccc3c(c2)OCCO3)n1CC1CCCO1 (stereo not given)	-1%	6
Cc1cnc(C(=O)Nc2ccccc2-n2cccc2)cn1	?	.
Cc1c(C(=O)NCc2cccnc2)oc2ccc(S(=O)(=O)N3CCCCC3)cc12	11%	-21
CSCCC(NS(=O)(=O)c1c(Cl)cccc1Cl)C(=O)O (stereo not given)	?	.
O=C(Nc1cccc(S(=O)(=O)N2CCOCC2)c1)C1CC(=O)N(c2ccc3c(c2)OCCO3)C1 (stereo not given)	?	.
Clc1cccc(NCc2nnc3n2CCCCC3)c1	7%	20
Cc1ccc(S(=O)(=O)Nc2ccc3ccccc3n2)cc1	0%	-13
O=[N+]([O-])c1ccccc1Nc1ccccc1	?	.
NC(=O)c1cn(-c2ccccc2)nc1-c1cccnc1	?	.
C/C(=N/NC(=O)CNC(=O)/C=C/c1ccccc1)c1ccco1	?	.
Cc1ccc(S(=O)(=O)NCCc2nnc3ccc(NCCCOC(C)C)nn23)cc1	8%	-10
CCn1c(=O)c2cc(C(=O)NCc3cccs3)sc2c2ccccc21	6%	4
O=C(CCc1ccccc1)NCC1OCCc2ccccc21 (stereo not given)	12%	-4
Cc1csc(NC(=O)C2CCCCC2C(=O)O)n1 (stereo not given)	i	-18
COCCCNc1ncnc2c1nc1n2CCCC1	i	2
O/N=C(\Cc1cscn1)c1ccc(O)cc1O	?	.
